From PubChem
FBW7 act – activators of human E3 ligase FBW7. Q969H0. AlphaScreen FBW7–phospho-cyclin E peptide binding, activator screen. normalized activity (activation), % at 26.1 µM. 650,000 compounds, 0.13% hits. AID 1259310; in the data active means normalized activity above about 1.9%;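 further: purified mutant Fbw7 with reduced substrate affinity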
Target sequence (Q969H0 whole entry, looked up): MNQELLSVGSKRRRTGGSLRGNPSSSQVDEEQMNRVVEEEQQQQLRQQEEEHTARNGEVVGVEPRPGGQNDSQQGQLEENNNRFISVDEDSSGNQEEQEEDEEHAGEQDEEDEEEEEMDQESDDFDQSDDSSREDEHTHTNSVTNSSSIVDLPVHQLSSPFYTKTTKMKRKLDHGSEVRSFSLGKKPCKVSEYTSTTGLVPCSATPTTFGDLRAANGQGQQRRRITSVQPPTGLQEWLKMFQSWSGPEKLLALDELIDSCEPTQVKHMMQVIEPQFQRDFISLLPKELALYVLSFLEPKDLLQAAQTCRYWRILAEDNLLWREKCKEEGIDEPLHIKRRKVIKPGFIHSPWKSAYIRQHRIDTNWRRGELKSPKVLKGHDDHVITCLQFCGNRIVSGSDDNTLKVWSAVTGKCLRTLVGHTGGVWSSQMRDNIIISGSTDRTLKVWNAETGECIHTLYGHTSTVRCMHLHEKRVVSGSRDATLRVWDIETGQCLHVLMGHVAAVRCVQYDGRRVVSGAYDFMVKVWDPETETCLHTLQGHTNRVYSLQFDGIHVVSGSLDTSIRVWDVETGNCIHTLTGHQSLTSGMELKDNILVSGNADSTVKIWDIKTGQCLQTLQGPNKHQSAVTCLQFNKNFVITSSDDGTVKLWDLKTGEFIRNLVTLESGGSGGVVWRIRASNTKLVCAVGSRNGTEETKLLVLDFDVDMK
TEAD-YAP inh – TEAD-YAP interaction inhibition | AID 1259422 | HEK-TIYL cells, TEAD-Gal4/YAP UAS-luciferase luminescence | 640,000 compounds, 1.4% hits | inhibition, % at 9.12 µM; in the data active means inhibition above about 32%;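 further: 0% = median of test compound wells and 100% = reference inhibitor wells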
GPR151 activ – activators of human GPR151 | Q8TDV0 | PathHunter beta-arrestin GPR151 cells, luminescence | activation, % at 11.2 µM | 650,000 compounds, 1% hits; in the data active means activation above about 4.9%;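 further: 0% = median of compound wells and 100% = cells with positive control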
MITF inh – blocks human microphthalmia-associated transcription factor; O75030; 650,000 compounds, 0.91% hits; inhibition, % at 2.6 µM; AlphaScreen MITF homodimerization, bead proximity signal; in the data active means inhibition above about 50%;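 further: 0% = vehicle wells with protein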
The depositor's hits bear a star; . = no result given; & = joins results of further samples. A portion of the library (hit frequency here may not be typical).

Start of the listing, in advance (two entries):
SMILES	FBW7 act	TEAD-YAP inh	GPR151 activ	MITF inh
CC(C)(C)c1cc(-n2nc3ccccc3n2)c(O)c(C(C)(C)C)c1	0.0	-2	0.8	5
O=C(c1cc2c(s1)-c1ccc(Cl)cc1S(=O)(=O)C2)N1CCC2(CC1)OCCO2	0.1	6	-0.2	6

Main list, previewed entries included:
SMILES	FBW7 act	TEAD-YAP inh	GPR151 activ	MITF inh
CC(C)(C)c1cc(-n2nc3ccccc3n2)c(O)c(C(C)(C)C)c1	0.0	-2	0.8	5
O=C(c1cc2c(s1)-c1ccc(Cl)cc1S(=O)(=O)C2)N1CCC2(CC1)OCCO2	0.1	6	-0.2	6
N/C(=N\[N+](=O)[O-])N/N=C\c1ccc(-c2ccc(O)c(C(=O)O)c2)o1	-0.9	-8	-0.8	75*
Cc1cc([N+](=O)[O-])c(N2CCNCC2)cc1N	-0.3	12	0.7	-2
CN1C2CCC1CC(OC(=O)c1cc(Cl)cc(Cl)c1)C2 (centres undefined)	0.1&0.1	11	1.5&-1.3	3&14
CC(C)C(=O)NC(Oc1ccccc1[N+](=O)[O-])C(Cl)(Cl)Cl (centres undefined)	-0.4	2	0.4	-5
C=CCN1CC[C@]23c4c5ccc(O)c4O[C@@H]2/C(=N/N=C2\CC[C@@]4(O)C6Cc7ccc(O)c8c7[C@@]4(CCN6CC=C)[C@@H]2O8)CC[C@@]3(O)C1C5	-0.1	7	1.1	8
CN1CCN(c2cc(N(C)CCO)c([N+](=O)[O-])c3nonc23)CC1	-0.2	-5	-0.4	-1
CCOC(=O)C1CCN(Cc2ccc(Cl)nc2)CC1	0.0	12	2.9	-17
COc1ccc(C(=O)c2c(C)n(CCN3CCOCC3)c3ccccc23)cc1	-0.1	-5	-0.4	-2
CNCC(O)c1cccc(OC(=O)c2ccccc2C)c1 (centres undefined)	0.1	5	0.4	12
CC(C)CN=Cc1c(O)[nH]c(=O)[nH]c1=O	-0.2	4	0.7	3
COc1cccc(CNC(=O)c2cn(Cc3ccccc3)c3cc(-c4cn[nH]c4)ccc23)c1	-0.1	0	1.5	-3
Cc1cccc(-n2c(/C=C\c3ccccc3F)nc3ccccc3c2=O)c1	-0.1	1	1.7	3
CCC12CN3CCN(CC(C3)/C1=N/NC(N)=O)C2	0.2	7	-0.4	30
O=C(CN1CCN(C(=O)Cc2ccc(F)cc2)CC1)c1cccs1	-0.4	7	-0.7	24
C=CCN1C(=O)C2(C(C#N)=C(N)OC(C)=C2C(=O)OCc2ccccc2)c2ccccc21 (centres undefined)	-0.1	11	-0.7	2
CCS(=O)(=O)N1CCN(C2CC3CCC2C3)CC1 (centres undefined)	-0.1	6	-0.3	16
O=C1CC(=O)N(c2ccccc2)C(=O)N1	0.2	-2	2.5	16
O=C(COc1ccc(Br)cc1)N1CCN(Cc2ccncc2)CC1	0.0	2	0.8	100*
N#CC1=C(N)Oc2c(c(=O)oc3ccccc23)C1c1cccc(Br)c1 (centres undefined)	0.0	-2	1.1	8
Cc1nnnn1-c1ccc(CC(=O)N2CCN(Cc3ccco3)C[C@@H]2C(C)C)cc1	0.0	1	-0.9	-9
CN(C)Cc1c[nH]c2cc([N+](=O)[O-])ccc12	-0.1	-1	1.9	7
Fc1cccc(CN2CCN(Cc3ccccc3)CC2)c1	0.0	8	-0.7	64*
O=C(COc1ccccc1F)N1CCN(Cc2csc(-c3ccccc3)n2)CC1	-0.2	5	-0.9	9
C=CCNC(=O)c1cn(Cc2ccccc2)cc(C(=O)N(CCC)CC2CC2)c1=O	0.3	2	0.8	6
O=C(Cn1cnc2ccccc2c1=O)NCC(=O)N1CCC2(CC1)OCCO2	-0.1	-1	-0.3	-11
COc1ccc(CNCCc2ccccc2)c(OC)c1	-0.1	4	0.6	31
COc1cc(CN2CCN(c3ccc(F)cc3)CC2)ccc1O	-0.1	-6	2.4	38
Cc1cc(C)c2[nH]c(C)c(CCN)c2c1	-0.1	-1	-0.2	42
O=C(Cc1ccccc1)Nc1ccc(Br)cc1C(=O)c1ccccc1Cl	-0.1	0	0.9	5
O=C(CN1CCCCCC1)c1ccccc1	-0.1	0	0.0	-14
CCCCC/C=C\C/C=C\CCCCCCCC(=O)NCCO	.	.	4.7	-4
COc1ccc(N2CCNCC2)c([N+](=O)[O-])c1	-0.2	-1	-0.4	2
COc1cc(Br)cc(/C=C/[N+](=O)[O-])c1O	-0.1	9	0.0	1
C=CCOC(NC(=O)c1ccccc1)C(Cl)(Cl)Cl (centres undefined)	0.0	0	2.2	3
O=Cc1cn(Cc2ccccc2)nc1-c1ccc2c(c1)OCCCO2	0.1	-63	3.1	-3
OC1(c2cccnc2)CC2CCC(C1)N2Cc1nnnn1Cc1ccccc1 (centres undefined)	-0.1	11	-0.2	0
CCN(CCN(C)C)Cc1c(C)oc2ccc(OC)cc12	0.2	6	-0.2	3
NC1(CO)COC(c2cccnc2)OC1 (centres undefined)	1.0	3	-0.2	6
CC12C=CC(C)(O1)C1C(=O)N(c3ccccc3[N+](=O)[O-])C(=O)C12 (centres undefined)	0.1	9	-1.1	8
CCOC(=O)c1c(C)n(Cc2ccccc2)c2ccc(O)cc12	-0.2	-13	0.6	7
COC(=O)C(O)(c1cn(C)c2ccccc12)C(F)(F)F (centres undefined)	-0.2	10	0.1	17
CCOC(=O)C1(C#N)C(c2cccc(I)c2)C(C(N)=O)N2C=C(C(N)=O)C=CC21 (centres undefined)	-0.2	12	0.1	15
O=C(C1CCCCN1)N1CCN(Cc2cccnc2)CC1 (centres undefined)	-0.1	10	1.1	9
NNc1nc(Nc2ccc(F)cc2)nc(N2CCOCC2)n1	-0.2	-10	0.1	8
CC(=O)Nc1cc([N+](=O)[O-])ccc1N1CCN(C)CC1	0.1	-3	1.7	7
N#CC(CCN1CCNCC1)(c1ccccc1)c1ccccc1	0.0	7	0.1	-4
Cc1nn(CCC#N)cc1C=C(C#N)C#N	-0.1	-2	0.3	6
O=C(NC(Oc1cccc([N+](=O)[O-])c1)C(Cl)(Cl)Cl)c1ccco1 (centres undefined)	0.1	7	0.7	10
Cc1cc(C)n2nc(SC(C)C(=O)N3CCC4(CC3)OCCO4)nc2n1 (centres undefined)	0.0	2	-0.6	-9
C[N+](C)(C)CC(=O)Nc1ccc(Br)cc1C(=O)c1ccccc1	0.0	-1	-0.2	16
c1ccc(CC(c2ccccc2)N2CCCCC2)cc1 (centres undefined)	0.1	.	1.9	-4
[O-][n+]1cc(Cl)cc(Cl)c1N1CCNCC1	-0.2	-15	2.0	-10
COc1ccccc1N=Cc1c(O)n(C)c(=O)n(C)c1=O	0.1	-13	-1.7	-1
C#CCOc1c(Br)cc(/C=C/[N+](=O)[O-])cc1OC	0.1	-4	-0.3	3
Cc1cc(OCC(=O)OC(C)(C)C)c2c3c(c(=O)oc2c1)CCC3	0.0	16	-1.1	4
Cc1ccc(C(C)(C)C)c(OCC(=O)Nc2ccc(Cl)cc2C(=O)c2ccccc2)c1	0.2	4	0.6	18
CN(C)c1ccc(/C=C\c2nc3ccccc3c(=O)n2-c2ccc(O)cc2)cc1	0.7	20	0.5	-4
Cc1ccc(-n2c(C)nc3ccc(I)cc3c2=O)cc1	1.1	-40	0.1	3

The listing continues.
structure	FBW7 act	TEAD-YAP inh	GPR151 activ	MITF inh
CCOc1ccc(-n2c(O)c(N=Nc3ccc([N+](=O)[O-])cc3)c(=O)[nH]c2=O)cc1	0.0	6	-0.6	-5
CC1CN(C)C(C)(C)CC1(O)c1ccccc1 (centres undefined)	-0.2	-5	0.5	-4
COc1ccc(CN2CCN(CCO)CC2)cc1C	0.0	7	-0.7	-5
COC(=O)CN1C(=O)CN=C(c2ccc(C)cc2)c2ccsc21	-0.3	2	-1.1	-3
Cc1cccc(-n2c(CSc3nc4ccccc4s3)nc3ccccc3c2=O)c1C	0.0	-2	1.0	12
OCc1cnc[nH]1	-0.1	-2	-1.0	1
NCCc1c[nH]c2c(Cl)cc(Cl)cc12	-0.1	1	1.4	8
Cc1ccc(N2C(=O)NC(=O)/C(=C\c3cn(C)c4ccccc34)C2=O)cc1	-0.1	4	-1.5	20
CCC(C)N1CCN(Cc2ccc(OC)c(Br)c2)CC1 (centres undefined)	-0.1	27	1.9	82*
Cc1cccc(Cn2c(C=O)nc3ccccc32)c1	0.0	15	0.5	9
Cc1cccc(OC(=O)N2CCOCC2)c1	0.1	1	3.1	-3
CC(N)Cc1c[nH]c2cc3c(cc12)OCCO3 (centres undefined)	-0.2	0	2.6	-9
CC(C)Oc1ccc(C2C(C#N)=C(N)Oc3c2c(=O)oc2ccccc32)cc1 (centres undefined)	0.1	0	-0.7	-8
Cc1cc(C)cc(-n2c(/C=C/c3cccc(F)c3)nc3ccccc3c2=O)c1	0.0	1	-1.0	-13
CSc1ccc(CN2CCN(Cc3ccc(Cl)cc3)CC2)cc1	-0.2	7	1.5	80*
O=c1oc2ccccc2c(O)c1C(C[N+](=O)[O-])c1c[nH]c2ccccc12 (centres undefined)	-0.1	-2	1.0	-10
CNC(=O)C1CN(Cc2nc3ccccc3s2)CCN1C(=O)Cc1cccs1 (centres undefined)	-0.2	-2	-0.4	0
O=C(c1ccccc1)C1CCCCC1S(=O)(=O)O (centres undefined)	0.0	9	-0.9	8
Clc1cccc(C2CC(c3cccnc3)Nc3nnnn32)c1 (centres undefined)	0.0	-9	0.8	15
CN1CCSC1=Nc1cc([N+](=O)[O-])ccc1Cl	-0.1	-6	0.9	1
COc1ccc(CCNCc2cccc([N+](=O)[O-])c2)cc1OC	0.0	2	-0.6	1
O=C(Cc1ccccc1)Nc1cnn(-c2cccc(C(=O)NC3CN4CCC3CC4)c2)c1 (centres undefined)	0.3	2	-1.8	5
COc1cccc(-c2nc3c(C#N)c[nH]n3c2NCCC(C)C)c1	0.0	3	1.4	9
O=[N+]([O-])c1ccc(Cl)c2nonc12	-0.1	2	-1.1	12

A few values from the entries so far:
Under GPR151 activ, COc1cccc(-c2nc3c(C#N)c[nH]n3c2NCCC(C)C)c1 is listed with 1.4
Under GPR151 activ, Clc1cccc(C2CC(c3cccnc3)Nc3nnnn32)c1 (centres undefined) is listed with 0.8

(next part)
structure	FBW7 act	TEAD-YAP inh	GPR151 activ	MITF inh
O=C1NC(=O)C(=Cc2ccc([N+](=O)[O-])o2)C(=O)N1	-1.2	4	1.8	79*
FC(F)(F)c1cccc(CNCCc2ccc3c(c2)OCO3)c1	-0.3	3	1.2	11
CC[C@]1(O)CC[C@H]2[C@@H]3CCC4=CCCC[C@@H]4[C@H]3CCC21C (some centres undefined)	0.1	-13	-1.0	19
Cc1cc(C)nc(Nc2nc(CC(=O)N3CCN(C4CCCCC4)CC3)cs2)n1	0.0	11	2.1	15
OC(c1cccc(Cl)c1)(c1cccc(Cl)c1)C1CN2CCC1CC2 (centres undefined)	-0.2	1	-0.6	0
N#CC1=C(N)Oc2c(c(=O)oc3ccccc23)C1c1cc(Br)cs1 (centres undefined)	-0.1	-11	-1.5	-5
CN1CCc2nc(SCC(N)=O)c(C#N)cc2C1	-0.4	9	0.0	11
COc1ccccc1CN1CCN(c2ccccc2)CC1	0.0	-4	-2.4	1
CCCCC12CNCC(C)(CNC1)C2=O	-0.1	9	0.8	-30
CC(C)CCn1c(=O)c(C(=O)NC23CC4CC(CC(C4)C2)C3)c(O)c2ccccc21	0.4	2	-1.2	15
N#CC1=C(N)Oc2c(c(=O)oc3ccccc23)C1c1ccccc1OC(=O)c1cccs1 (centres undefined)	0.2	-3	0.5	1
COc1ccccc1CN1CCN(C(=O)Cc2ccccc2)CC1	-0.1	8	0.6	57*
COc1cc(CNCCc2ccc(Cl)cc2)cc(OC)c1O	0.0	2	-0.3	43

An excerpt from above with just TEAD-YAP inh.
| canonical_smiles | TEAD-YAP inh |
| --- | --- |
| CNCC(O)c1cccc(OC(=O)c2ccccc2C)c1 (centres undefined) | 5 |
| CC(C)CN=Cc1c(O)[nH]c(=O)[nH]c1=O | 4 |
